Mot1-301 SUMO = blocks SUMOylation pathway, rescuing yeast Mot1-301 growth. hit rate 1% among 320,000. growth rescue, % at 18.8 µM. S. cerevisiae Mot1-301 growth rescue, ATP luminescence, 38.5C; percent above DMSO median, 100 means doubled;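 active = every valid replicate shows activation above 250% relative to neutral control wells; inactive = the rest, any valid replicate at or below 250%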;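 also: OY570 slx delta 5 strain wells were the positive control but not used for scaling; some compounds called inactive have numbers as strong as hits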
RTF Ca sens act = increases calcium sensitivity of human cardiac regulated thin filaments; IANBD-labeled TnC RTF fluorescence at EC20 calcium; 0% EC20 calcium, 100% full calcium; activation, % at 7.2 µM; P19429+P45379; AID 493008; hit rate 0.24% among 340,000;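 active = activation above the mean over all tested compounds plus 3 SD, cut at about 30% in these data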;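 also: rise in fluorescence read as greater calcium sensitivity of cardiac thin filaments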
RTF Ca sens inh = cardiac RTF calcium desensitization | P19429+P45379 | IANBD-labeled cardiac RTF, Ca2+ fluorescence | inhibition, % at 7.15 µM | hit rate 0.12% among 340,000 | AID 493244;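 active = inhibition above the mean inhibition of all tested compounds plus 3 SD, cut at about 17% in these data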;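 also: assay run at fixed EC70 calcium of 1.6 mM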
dFosB activator = mouse delta FosB homodimer activation; purified delta FosB, TAMRA-CDK5 oligo fluorescence polarization; percent of positive-control signal above neutral wells; activation, % at 25 µM; hit rate 0.99% among 340,000;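 active = mean activation above about 17%, with every replicate also reaching it, limit read from the data, passing the limit was not always enough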;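 also: fluorescence polarization rise as delta FosB binds a TAMRA Cdk5 AP-1 oligo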
CDK5 inh = CDK5/p35 (human) kinase inhibition; Q00535+Q15078; Recombinant CDK5/p35, ADP-Glo luminescence, 60 min; inhibition, % at 10 µM; hit rate 0.01% among 330,000;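 active = highest replicate inhibition of at least 50% and at least 75% of replicates reaching 50%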;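 also: plate controls were DMSO neutral control for no effect and GW8510 at 10 µM for full effect; many of its hits are not listed in these tables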
PvdQ inh = blocks Pseudomonas aeruginosa PvdQ acylase activity; purified PvdQ acylase, fluorescence plate reader; inhibition, % at 10 µM; hit rate 0.063% among 340,000; AID 488965; in the data active = inhibition above about 30%, passing the limit was not always enough;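 also: 0% = vehicle neutral wells and 100% = reference inhibitor wells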
Keap1-Nrf2 PPI = disrupts human Keap1 binding to Nrf2 peptide | Q14145 | Keap1 Kelch-Nrf2 peptide fluorescence polarization, 1536-well | inhibition, % at 9.4 µM | hit rate 0.15% among 340,000 | AID 504523; in the data active = inhibition above about 12%;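 also: human Keap1 Kelch domain with fluorescein labeled Nrf2 9mer peptide probe; 0% = neutral control wells and 100% = peptide positive control; higher means more block of Keap1 binding to Nrf2 peptide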
Rtt109 HAT inh = C. albicans Rtt109 histone acetyltransferase inhibition; Q5AAJ8; purified Rtt109/Vps75, ThioGlo CoA-SH fluorescence, 4 h; inhibition, % at 34.9 µM; hit rate 0.16% among 330,000; AID 540336;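 active = inhibition of at least 50% in every replicate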
PfHsp90 set2 = growth inhibition of yeast expressing Plasmodium Hsp90; hit rate 0.32% among 310,000; AID 504621; inhibition, % at 9.4 µM; S. cerevisiae expressing PfHsp90, BacTiter-Glo ATP, 48 h; yeast lacking PDR1 and PDR3 efflux regulators;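 active = every replicate shows inhibition above about 80%, whatever the replicate mean, limit read from the data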;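 also: 0% = DMSO neutral controls and 100% = 20 µM radicicol positive controls; yeast relying on Plasmodium falciparum Hsp90 in place of its own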
NSD2 inh = inhibitors of human histone methyltransferase NSD2; inhibition, % at 12.5 µM; NSD2 peptide methylation, AlphaScreen, 120 min; O96028; hit rate 0.54% among 310,000; in the data active = inhibition above about 50%
C-LANA FP = inhibitors of KSHV LANA C-terminal domain DNA binding. MBP-C-LANA/FAM-LBS DNA binding, fluorescence polarization. inhibition, % at 9 µM. hit rate 0.078% among 340,000. AID 504423;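 active = highest replicate inhibition at or above 60% at 9 µM, even if other replicates fall short; inactive = all replicates below 60% inhibition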;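 also: 0% = neutral control wells and 100% = 4 µM acridine orange control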
An asterisk follows results filed as active; i = inactive; x = not tested or not shown. Random draw from the library; overall some 3.2% were active at least once.

SMILES	Mot1-301 SUMO	RTF Ca sens act	RTF Ca sens inh	dFosB activator	CDK5 inh	PvdQ inh	Keap1-Nrf2 PPI	Rtt109 HAT inh	PfHsp90 set2	NSD2 inh	C-LANA FP
COc1ccc(C(=O)NC2CC2)cc1OC1CCN(Cc2ccc(F)cc2Cl)CC1	321	-7	0	-15	-5.3	1	-3	7	-8	2	1.9
COc1ccc(CN2CCN(Cc3cc4ccccc4o3)CC2CCO)cc1C (stereo not given)	1	2	-3	-7	-0.3	-10	-2	6	2	1	2.0
CCOC(=O)c1c(-c2ccc(C)c(C)c2)csc1NC(=O)C1CC=CCC1C(=O)O (stereo not given)	2	1	1	0	-1.8	2	1	28	-45	8	-1.3
CC(C)(C)c1ccc(S(=O)(=O)Nc2ccccn2)cc1	-17	-2	10	-6	-2.2	-8	0	-2	10	1	-1.8
NC(=O)COC(=O)/C=C/c1ccccc1[N+](=O)[O-]	5	2	-11	4	1.2	-18	4	1	-2	13	0.7
CCOC(=O)[C@@H]1[C@H]2COc3ccc(Br)cc3[C@@H]2N2C(=O)N(c3cccc(Cl)c3)C(=O)[C@@]12C	49	-6	-3	2	-0.5	-3	7	0	2	x	-1.5
COc1ccc(-c2nc(-c3ccncc3)no2)cc1	-11	-1	-7	-8	1.3	0	-2	-7	7	-1	1.5
COc1ccc(C(=O)CN(CCC(=O)O)S(=O)(=O)c2ccc([N+](=O)[O-])cc2)cc1	5	4	-2	-1	-0.6	-7	-4	0	-24	x	0.8
N/C(=N\OC(=O)Cc1ccccc1[N+](=O)[O-])c1ccncc1	4	-1	-3	0	-1.1	-14	0	-5	0	x	0.7
Cc1cc(C)nc(N/C(=N\S(=O)(=O)Cc2ccccc2)Nc2ccc(F)c(Cl)c2)n1	-11	8	-10	-6	3.7	-21	-9	4	0	-1	0.3
Cc1ccccc1NC(=O)N1CCc2ccccc2C1	-2	-1	3	7	1.8	-15	-4	-2	19	1	-0.1
CC(OC(=O)c1ccccn1)C(=O)Nc1ccc(C(F)(F)F)cc1 (stereo not given)	-13	-1	-7	-1	-1.1	-12	-1	-5	-5	-4	-0.3
Cc1ccc(NC(=O)COC(=O)CCC(=O)c2ccc(Cl)cc2)cc1S(=O)(=O)N(C)C	8	0	8	-5	0.1	8	2	0	16	1	1.1
O=C(OC(C(=O)NCc1ccco1)C(OC(=O)c1ccccc1)C(=O)NCc1ccco1)c1ccccc1 (stereo not given)	-9	0	3	-8	2.2	6	1	9	-6	1	1.2
CCN(C(=O)c1cnc(OC)cc1C(F)(F)F)c1ccc(Cl)cc1	-5	7	-2	-5	-1.4	-7	-1	5	-34	0	-2.0
O=C(CCCCCNC(=O)c1ccccc1)C[N+](=O)[O-]	x	-1	-6	0	-1.3	-12	-9	8	x	0	0.3
COCOc1cc(O)c2c(=O)c(OCOC)c(-c3ccc(OCOC)c(OCOC)c3)oc2c1	-3	-1	-8	-2	0.2	-2	4	-3	x	x	3.1
CC(NC(=O)Nc1ccc(F)cc1F)c1ccc2c(c1)OCO2 (stereo not given)	-8	4	-9	-5	0.5	-6	-5	-7	-9	x	-0.2
Nn1nnc2ccccc21	3	1	-2	7	-3.2	-8	6	-2	-1	x	0.9
Cc1ccc(C)c(NC(=O)COC(=O)CCc2ccc(S(=O)(=O)N3CCOCC3)cc2)c1	-1	3	-8	0	1.5	-15	-4	3	-11	1	0.3
O=S1(=O)N=C(Nc2ccc(N3CCOCC3)c(Cl)c2)c2ccccc21	-18	-5	-8	-10	0.8	-9	2	-53	28	3	-0.1
COc1cccc(CC(=O)N(CCC2=CCCCC2)c2c(N)n(Cc3ccccc3)c(=O)[nH]c2=O)c1	x	-10	-5	4	1.7	-4	-1	-3	17	-1	-1.1
Cc1cc(C)c(N(C(=O)c2csnn2)C(C(=O)NC2CCCC2)c2ccncc2)c(C)c1 (stereo not given)	-11	-4	-9	2	-0.3	-11	2	-3	9	0	0.4
COc1ccc(C(=O)NNC(=S)NC(=O)/C=C/c2cccs2)cc1	-8	-3	-15	-1	2.1	-3	-1	2	-38	-3	0.0
COC(=O)c1c(NC(=O)c2ccco2)sc(C(=O)N(C)C)c1C	-6	12	-14	-14	-0.7	-8	-5	10	x	0	-0.9

Some of the entries so far, with two lines to a compound:
Order of results – Mot1-301 SUMO	RTF Ca sens act	RTF Ca sens inh	dFosB activator	CDK5 inh	PvdQ inh	Keap1-Nrf2 PPI	Rtt109 HAT inh	PfHsp90 set2	NSD2 inh	C-LANA FP
- CC(OC(=O)c1ccccn1)C(=O)Nc1ccc(C(F)(F)F)cc1 (stereo not given)
 : -13	-1	-7	-1	-1.1	-12	-1	-5	-5	-4	-0.3
- Cc1ccc(NC(=O)COC(=O)CCC(=O)c2ccc(Cl)cc2)cc1S(=O)(=O)N(C)C
 : 8	0	8	-5	0.1	8	2	0	16	1	1.1
- O=C(OC(C(=O)NCc1ccco1)C(OC(=O)c1ccccc1)C(=O)NCc1ccco1)c1ccccc1 (stereo not given)
 : -9	0	3	-8	2.2	6	1	9	-6	1	1.2
- CCN(C(=O)c1cnc(OC)cc1C(F)(F)F)c1ccc(Cl)cc1
 : -5	7	-2	-5	-1.4	-7	-1	5	-34	0	-2.0

Back to the main list; the two compounds before the break are reprinted first.
SMILES	Mot1-301 SUMO	RTF Ca sens act	RTF Ca sens inh	dFosB activator	CDK5 inh	PvdQ inh	Keap1-Nrf2 PPI	Rtt109 HAT inh	PfHsp90 set2	NSD2 inh	C-LANA FP
COc1ccc(C(=O)NNC(=S)NC(=O)/C=C/c2cccs2)cc1	-8	-3	-15	-1	2.1	-3	-1	2	-38	-3	0.0
COC(=O)c1c(NC(=O)c2ccco2)sc(C(=O)N(C)C)c1C	-6	12	-14	-14	-0.7	-8	-5	10	x	0	-0.9
CCN(CC)S(=O)(=O)c1ccc(C(=O)NCC2(N3CCOCC3)CCCCC2)cc1	-4	-6	-3	-5	-0.7	-2	1	2	x	x	0.1
O=c1nc(N2CCOCC2)nc(N/N=C/c2ccc3c(c2)OCO3)[nH]1	1	-1	-5	5	0.4	-16	-1	-1	-10	-6	1.0
Nc1c(-c2ccccc2)cnn1-c1ccc(C(=O)O)cc1	269	-3	-3	2	-0.1	1	-4	8	x	-5	-1.6
O=S1(=O)CCOC[C@H](CC2CCCCC2)N1Cc1ccccc1F	11	0	4	-8	-0.6	-4	0	-2	16	x	-1.4
COc1ccc(-c2[nH]ncc2CN2CCC(OCc3ccccc3)CC2)c(F)c1	-5	-2	-13	6	-3.2	-2	-2	2	7	-1	2.8
COC(C[C@@H]1O[C@@H]1[C@H](O)COCc1ccccc1)OC	2	-7	-2	9	0.3	-1	-3	3	6	x	-0.5
COc1ccc(C(C(=O)NCc2ccccc2)N(C(=O)c2snc(C(N)=O)c2N)C2CCCC2)cc1 (stereo not given)	238	-5	-20	6	-1.6	-10	4	9	-18	1	0.4
O=C1NC2(CCSC2)C(=O)N1CC(=O)N(Cc1ccccc1)C1CCS(=O)(=O)C1 (stereo not given)	i	4	1	-3	1.0	-4	0	-14	-20	1	0.8
NS(=O)(=O)c1ccc(CCNS(=O)(=O)Cc2ccc(Cl)cc2)cc1	0	-3	-8	-3	-0.8	-25	1	3	-8	-2	-1.7
COCCN(C(=O)c1ccccc1Oc1ccccc1)c1c(N)n(CC(C)C)c(=O)[nH]c1=O	-6	-3	-3	-4	0.5	2	1	0	3	-1	0.8
O=C(COC(=O)COc1ccccc1[N+](=O)[O-])Nc1ccccc1Br	3	-4	2	0	0.0	4	-4	8	24	0	1.0
Cc1ccc(C(=O)Nc2ncccc2C)cc1S(=O)(=O)N1CCCCC1	5	3	-10	-3	0.2	-9	-4	1	-27	0	1.0
CC(=O)N1CCOc2ccc(S(=O)(=O)N(C)c3ccc(C)cc3)cc21	31	-1	-12	-15	1.5	-9	3	-2	2	-4	0.0
COc1cccc(/C=N/NC(=O)CCC(=O)Nc2ccc(Br)cc2)c1	-16	-4	-14	14	0.1	-4	-4	0	10	2	-1.0
CN(C)S(=O)(=O)c1ccc(C(=O)Nc2nnc(-c3cccs3)o2)cc1	-2	1	2	-7	-0.3	-9	-5	1	20	-3	-0.5
CCn1ccnc1CN(C)C(=O)C1CCC(=O)N(Cc2cccc(F)c2)C1 (stereo not given)	5	-6	-2	-9	x	12	-5	4	-7	2	0.9
O=C(CCN1CCc2ccccc2C(O)(c2ccccc2)C1)c1ccc2c(c1)OCCO2 (stereo not given)	26	1	7	2	3.4	-12	-25	3	21	0	-1.5
O=C(Nc1cccc(O)c1)C1CC(c2ccc(Cl)cc2)=NO1 (stereo not given)	315	-5	-6	0	-0.5	-5	-1	-4	-1	1	-0.4
CCN(CCO)c1ncnc2c1sc1nc(C(C)C)c3c(c12)CC(C)(C)OC3	4	-2	-4	-17	3.1	13	0	21	-3	-2	-0.1
CCn1cc(C(=O)O)c(=O)c2cc(F)c(N3CCN(C(=S)NC(=O)c4ccccc4Cl)CC3)cc21	-6	1	-4	-5	-0.6	-4	2	-7	-2	3	-2.1
COc1ccccc1-n1cnc2cc(C(=O)NCc3ccco3)ccc21	13	1	1	-7	0.0	-2	-4	2	-4	x	1.1
O=C(NC1CCCCNC1=O)c1ccc(Cl)cc1 (stereo not given)	-4	-1	-9	0	0.8	-9	0	1	-7	-1	0.2
O=C(NC(=S)Nc1ccc(S(=O)(=O)Nc2nccs2)cc1)c1cccc(F)c1	-9	3	0	-5	x	-6	1	13	-29	1	-1.5
COc1ccccc1CCNC(=O)CSc1nnc2ccc(-c3cccnc3)nn12	9	-1	-1	-11	2.4	1	-6	x	-3	1	1.4
O=C(NNc1cccc([N+](=O)[O-])c1)/C(=C\c1cccnc1)NC(=O)c1ccccc1	-21	6	-5	-7	1.0	-8	-4	-5	2	3	2.0

Entries of single compounds from above. Order of values: Mot1-301 SUMO	RTF Ca sens act	RTF Ca sens inh	dFosB activator	CDK5 inh	PvdQ inh	Keap1-Nrf2 PPI	Rtt109 HAT inh	PfHsp90 set2	NSD2 inh	C-LANA FP
NS(=O)(=O)c1ccc(CCNS(=O)(=O)Cc2ccc(Cl)cc2)cc1 in the list: 0	-3	-8	-3	-0.8	-25	1	3	-8	-2	-1.7
COc1ccccc1-n1cnc2cc(C(=O)NCc3ccco3)ccc21 in the list: 13	1	1	-7	0.0	-2	-4	2	-4	x	1.1
COC(C[C@@H]1O[C@@H]1[C@H](O)COCc1ccccc1)OC in the list: 2	-7	-2	9	0.3	-1	-3	3	6	x	-0.5

Compound activity from PubChem.
